Akt phos inh: HTS Assay for Inhibitors of Akt Phophorylation: Primary Screen. hit rate 0.32% among 360,000. Neuro2A IGF-stimulated pAkt S473 HTRF, 20 min; stronger effect = lower value. activity change, % for hits at 50 µM; in the data active = activity change below about -80%; inconclusive = mostly about -51% to -80%; also: % is scaled to controls: 0 for no effect and ±100 for the full control effect
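Single-point screen (50 µM final compound) in Neuro2A cells stimulated 20 min with 6 nM IGF at 37 deg C. After lysis, Ser473-phosphorylated Akt read by HTRF (ex 330 nm, em 615/665 nm) as the 665/615 ratio.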
FUS yeast rescue: qHTS for Suppressors of FUS Proteinopathy: Primary screen using FUS-linked yeast assay | S. cerevisiae FUS-expressing, growth rescue, OD600, 24 h | hit rate 0.24% among 390,000 | Potency, µM (series often up to 76.6 µM), for the others: at the top dose growth rescue (activation), most hits filed as activators;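 also: potency is read from the fitted curve at half-maximal effect; plate controls were DMSO vehicle for no effect and reference control for full effect; nearly all actives have a fitted effect of over 55% in size; some results filed as inactive show a strong effect at the top dose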
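Absorbance at 600 nm, taken 24hr after compound addition, measured rescue of FUS-yeast growth at 30C. Induction used 2% galactose with seeding at OD 0.005. Controls: CP55940 from 92uM final, DMSO only.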
Abeta yeast res: qHTS for compounds that reverse cellular toxicity of Amyloid beta (A-beta) peptide in yeast: Primary Screen; yeast expressing A-beta42, growth rescue, OD600, 48 h; response scale: 0% DMSO, 100% iron-clioquinol control; Potency, µM (doses to about 46.1 µM), for the others: at the highest dose growth rescue, usual class: activators; hit rate 0.063% among 410,000; also: potency is read from the fitted curve at half-maximal effect; nearly all actives have a fitted effect of over 55% in size
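Yeast A-beta toxicity model in growth medium with pinned compounds, 48 h at 30 C; growth read as absorbance at 600 nm. Normalized to FeCl3/clioquinol equimolar mix (positive) and DMSO (negative).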
DRD3 antagonist: qHTS of D3 Dopamine Receptor Antagonist: qHTS; D(3) dopamine receptor (Homo sapiens), P35462; D3R cells, DiscoveRx beta-arrestin luminescence, antagonist mode; stronger effect = lower value; max response, negative = inhibition, %; hit rate 2.5% among 360,000; in the data active = max response below about -50%; inconclusive = no clear call, values can overlap the other calls; also: % is scaled to controls: 0 for no effect and ±100 for the full control effect; mostly tested at two doses, the higher about 12 µM
Target sequence (P35462 whole entry, looked up): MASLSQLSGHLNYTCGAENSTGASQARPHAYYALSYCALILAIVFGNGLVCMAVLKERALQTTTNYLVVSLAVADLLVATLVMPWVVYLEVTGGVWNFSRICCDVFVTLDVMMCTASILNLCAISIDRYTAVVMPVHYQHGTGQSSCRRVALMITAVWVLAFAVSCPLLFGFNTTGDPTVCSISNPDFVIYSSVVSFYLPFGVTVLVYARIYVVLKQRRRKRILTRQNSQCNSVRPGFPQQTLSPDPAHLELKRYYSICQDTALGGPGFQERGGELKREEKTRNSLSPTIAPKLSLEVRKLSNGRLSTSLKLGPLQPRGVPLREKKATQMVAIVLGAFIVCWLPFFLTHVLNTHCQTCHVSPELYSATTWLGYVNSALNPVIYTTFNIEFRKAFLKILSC
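Cells plated overnight at 1500 cells/well, then exposed to library compounds with dopamine controls for 90 minutes at 37 degrees C. DiscoveRx reagent added for 30–60 minutes at room temperature; luminescence read, quantitative HTS format.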
TDP-43 yeast inh: qHTS of TDP-43 Inhibitors; TDP-43 expressing yeast growth rescue, BacTiter-Glo, 24 h; Potency, µM (series often up to 46.1 µM), for the others: top-dose growth rescue (activation), hits mostly activators; hit rate 1.8% among 410,000; also: potency is read from the fitted curve at half-maximal effect; % of control where 0% means no effect; nearly all actives have a fitted effect of over 50% in size
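In this qHTS, compounds that restore growth of yeast expressing TDP-43 appear as activators. Cells (OD600=0.02, galactose medium, raffinose-pregrown) are incubated with compound 24 hr at 30 deg C and growth is quantified by BacTiter-Glo.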
GLP1R ag: qHTS of GLP-1 Receptor Agonists; HEK293 GLP-1R CRE-luciferase, luminescence, 4-6 h; cells express a hypersensitive GLP-1R form; hit rate 0.007% among 380,000; AID 624172, 2012; Potency, µM (highest dose often 45.6 µM), for inactives: at the top dose activation, most hits filed as activators; Glucagon-like peptide 1 receptor (Homo sapiens), P43220; also: potency is read from the fitted curve at half-maximal effect; % of control where 0% means no effect
Target sequence (P43220 whole entry, looked up): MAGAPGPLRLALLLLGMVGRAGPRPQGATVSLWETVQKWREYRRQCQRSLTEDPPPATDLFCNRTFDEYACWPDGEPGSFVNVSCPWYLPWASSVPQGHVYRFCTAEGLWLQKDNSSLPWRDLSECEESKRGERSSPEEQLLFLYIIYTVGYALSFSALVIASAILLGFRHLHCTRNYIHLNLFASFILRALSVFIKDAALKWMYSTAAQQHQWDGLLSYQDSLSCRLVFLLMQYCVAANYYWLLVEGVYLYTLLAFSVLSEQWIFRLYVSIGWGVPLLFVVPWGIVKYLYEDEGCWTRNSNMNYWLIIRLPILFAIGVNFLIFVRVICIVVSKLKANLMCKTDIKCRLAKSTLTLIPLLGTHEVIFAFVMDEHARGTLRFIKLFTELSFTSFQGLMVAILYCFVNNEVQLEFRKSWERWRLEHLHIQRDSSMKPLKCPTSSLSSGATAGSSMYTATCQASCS
aSyn yeast inh: qHTS of alpha-syn Inhibitors; Yeast expressing alpha-synuclein, growth rescue, BacTiter-Glo, 24 h; Potency, µM (series often up to 46.1 µM), without a hit: at the top dose growth rescue (activation), actives largely listed as activators; hit rate 0.14% among 370,000; also: potency is read from the fitted curve at half-maximal effect; % of control where 0% means no effect; nearly all actives have a fitted effect of over 65% in size
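Rescue of yeast growth: cells expressing toxic alpha-synuclein, induced in galactose at OD600 0.02, incubated with compound 24 h at 30 C. ATP luminescence quantified growth; inhibitors of toxicity appear as activators.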
PTHR1 agonist: qHTS for PTHR1 Agonists: Primary Screen | Parathyroid hormone/parathyroid hormone-related peptide receptor (Homo sapiens), Q03431 | HEK293 GP2 PTHR1 cells, GloSensor cAMP luminescence, 1 h | Potency, µM (top dose mostly 115 µM), for the others: at the top dose activation, hits mostly activators | hit rate 0.075% among 410,000 | AID 743266, 2014; also: potency is read from the fitted curve at half-maximal effect; nearly all actives have a fitted effect of over 55% in size; some results filed as inactive show a strong effect at the top dose; inactives centre near -15; many of its hits are not listed in these tables
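HEK-293-derived GP2 cells expressing PTHR1 and a GloSensor cAMP reporter, 3,000/well, plated overnight, given luciferin plus IBMX (each 0.5 mM as added) for 1 h at 37 °C, then compound for 1 h at 37 °C. Luminescence was read after 15 min at room temperature.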
GLP1R inv ag: qHTS of GLP-1 Receptor Inverse Agonists (Inhibition Mode); Glucagon-like peptide 1 receptor (Homo sapiens), P43220; HEK293 GLP-1R CRE-luciferase, luminescence, 24 h; GLP-1R form is constitutively active; Potency, µM (top dose mostly 38.3 µM), inactives show at the top dose activity change, negative = inhibition, actives largely listed as inhibitors; hit rate 1.6% among 410,000; also: potency is read from the fitted curve at half-maximal effect; % is scaled to controls: 0 for no effect and ±100 for the full control effect; nearly all actives have a fitted effect of over 55% in size
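HEK293 cells stably co-expressing a cAMP-responsive luciferase reporter and constitutively active GLP-1R were seeded, incubated 12 h, then exposed to compounds for 24 h at 37 C. Luminescence was read 12 min after detection reagent; inverse agonists lower signal.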
* = called active by the depositor; i = inactive; ? = inconclusive; / = no result given; [ ] = dose if it differs, or a comment. Unless noted, calls follow the shape of the dose curve; as a rule, active = well fitted curve in the direction sought with a large enough effect; inconclusive = small, poorly fitted or top-dose-only effect, or another doubt; inactive = no such curve, though single readings can be large; an effect the other way counts as inactive or inconclusive. The list is partial, so the mix of outcomes need not match the whole.

SMILES | Akt phos inh | FUS yeast rescue | Abeta yeast res | DRD3 antagonist | TDP-43 yeast inh | GLP1R ag | aSyn yeast inh | PTHR1 agonist | GLP1R inv ag
CC(=O)N1CC2(NC(=O)c3ccccc3N2)c2ccccc21 (configuration not stated) | i | -8.9% | -6.5% | 18.9 | 22.2% | -4.3% | 0.7% | -39.4%[inhibitor] | -8.4%
COc1ccc(NC(=O)N2CCN(S(C)(=O)=O)CC2)cc1OC | i | 22.9% | -12.7% | 9.2 | -27.8% | -4.6% | -6.7% | i | 6.1%
O=C(c1cccc(F)c1F)N1CCCC1 | i | -16.4% | -5.9% | -8.8 | -6.4% | 4.1% | -4.3% | -1.7%[57.5 µM] | 19.4%
Cc1ccccc1OCC(=O)Nc1ccc(-c2nc3ccccc3o2)cc1 | / | -13.3% | -10.4% | / | 25.7% | -2.0% | -1.0% | -5.8% | 21.7%
Cc1ccc2c(c1)-c1c(cnn1CC(=O)Nc1ccccc1N1CCN(C)CC1)CO2 | i | -13.4% | 11.7% | -8.5 | 0.0% | 17.2% | 0.8% | -9.3% | ?
N#CCC(=O)Nc1ccc(C(=O)Nc2cccc(S(=O)(=O)N3CCCC3)c2)cc1 | i | 37.8% | 0.9% | 33.5 | 13.2% | -2.2% | 3.0% | -26.2% | 4.0%
CN(CCOc1ccc(Cl)cc1)C(=O)CNS(=O)(=O)c1ccc(N(C)C)c([N+](=O)[O-])c1 | i | 19.0% | 19.8% | -23.8 | -3.4% | 16.3% | -0.1% | -15.9% | ?
Cc1ccc(Cl)cc1N1CCN(C(=O)C2(S(=O)(=O)c3ccc(Cl)cc3)CC2)CC1 | i | 15.9% | 22.7% | 3.1 | 25.3% | -2.9% | 8.3% | -14.2% | ?
CCOC(=O)c1ccc(NC(=O)C2(N3C(=O)c4ccccc4C3=O)CCCC2)cc1 | i | 18.0% | 13.2% | -14.9 | ? | -15.3% | 16.9% | -5.2% | 10.8%
COc1ccc(CNC(=O)c2ccc(C(C)(C)C)cc2)cc1 | i | 9.3% | -1.9% | -18.1 | 4.2% | 4.9% | 13.5% | -22.7% | ?
COC(=O)C1=C(C)NC(=O)NC1c1ccc(-c2ccc(Cl)cc2)o1 (configuration not stated) | i | -22.7% | 5.2% | -2.2 | 6.1% | -4.9% | -1.0% | -44.8%[inhibitor] | 6.1%
O=C(Nc1cccnc1Cl)c1cc(-c2ccc(O)cc2)on1 | i | 2.6% | -6.9% | 0.7 | 5.1% | 8.8% | 7.7% | i | 0.2%
COC(=O)c1ccc(OCC(O)CN2CCN(CC(O)COc3ccc(C(=O)OC)cc3)CC2)cc1 (configuration not stated) | i | -14.3% | -3.9% | -12.5 | -2.7% | -5.2% | -3.1% | -0.5% | ?
CCOC(=O)Nc1ccc(S(=O)(=O)Nc2nc(C)cc(C)n2)cc1 | i | 19.7% | -7.1% | 15.3 | -16.7% | 1.1% | 1.3% | i | 2.7%
Cn1c(=O)cc(OCC(=O)N2CCC(N3CCCCC3)CC2)c2ccccc21 | i | -15.9% | -1.9% | -20.7 | 5.4% | 1.7% | -6.7% | i | -0.7%
CN(C)C1NC(=O)c2cc(-c3ccccc3)sc2N1 (configuration not stated) | i | -4.2% | 23.8% | 4.8 | 8.7% | 5.5% | 4.0% | i | 34.3%[activator]
N=c1scc(-c2ccccc2)n1/N=C/c1ccco1 | i | / | 7.5% | -5.4 | -20.4% | -19.2% | -0.7% | i | 4.0%
COc1cccc(Oc2ncnc(N)c2[N+](=O)[O-])c1 | i | -26.1% | -9.1% | -2.9 | 9.6% | -6.2% | -1.3% | i | -14.5%
CS(=O)(=O)n1nc(OC(=O)c2cccc3ccccc23)cc1N | i | 12.8% | -8.8% | -20.7 | 13.5% | -13.8% | -3.8% | -20.3%[57.5 µM] | -30.2%
Cc1ccc(-n2ncc(C(=O)NCc3ccco3)c2C2CCN(C(=O)OC(C)(C)C)CC2)c(C)c1 | / | 34.5% | ? | / | 7.0% | / | / | i | ?
COc1ccccc1C(O)(c1ccccc1)C(CN1CCOCC1)c1ccccc1 (configuration not stated) | i | -23.4% | 10.7% | -7.1 | -6.2% | -2.3% | 3.0% | i | 10µM*
CCOC(=O)[C@@H]1[C@H]2COc3ccccc3[C@@H]2N2C(=O)N(c3ccc(Cl)cc3)C(=O)[C@]12C | i | ? | -10.7% | 7.1 | 11.0% | 2.8% | 3.5% | i | ?
Nc1c(C(=O)NCc2ccc3c(c2)OCO3)nnn1-c1ccc(OC(F)(F)F)cc1 | i | ? | 29.2% | 4.2 | 0.0% | -12.4% | -1.7% | 19.5% | 0.0%
O=S(=O)(c1ccccc1F)N1CCN(c2nc(-c3cccnc3)nc3ccccc23)CC1 | i | 7.9% | -51.9%[inhibitor] | 24.8 | -15.9% | 9.4% | 4.1% | -34.3%[inhibitor] | -27.8%
C=C(C)C(=O)N1CC2(CC(c3cccc(NC(=O)CC)c3)=NO2)C[C@H]1C(N)=O (some centres not stated) | i | -1.7% | -11.7% | -21.2 | 1.1% | 2.6% | 0.7% | -2.2% | 2.9%
O=C(N/N=C/C1CC=CCC1)c1cc(Br)ccc1O (configuration not stated) | i | 3.8% | 15.9% | 1.7 | 1.8% | -6.5% | -12.1% | i | 7.0%
COc1cccc(CNC(=O)c2sc3nc[nH]c(=O)c3c2C)c1 | / | -3.6% | -7.5% | / | -6.4% | / | / | 4.3% | -2.2%
CC1(C)C(=S)N(Cc2ccccc2)c2ccccc21 | i | -19.2% | 24.6% | -1.5 | 7.1% | 3.8% | 5.2% | i | ?
CC(C(=O)Nc1ccc(N2CCOCC2)cc1)N1C(=O)NC(C)(C)C1=O (configuration not stated) | i | 6.3% | -7.1% | 2.5 | 18.0% | 0.1% | 3.8% | i | 5.1%
COc1cc2c(cc1O)C(Cc1ccc(O)cc1)[N+](C)([O-])CC2 (configuration not stated) | i | -14.3% | -7.5% | -22.2 | -0.9% | -0.6% | -3.1% | i | 2.2%
O=C(c1ccc(F)c(S(=O)(=O)N2CCOCC2)c1)N1CCN(c2ncccn2)CC1 | i | -9.4% | -12.8% | -0.2 | 9.2% | -0.4% | -9.2% | -20.2% | 4.9%
Cc1ccc(-c2nc(CN(C)C)cc(CN(C)C)c2O)cc1 | i | 11.0% | 8.7% | -3.4 | -2.4% | 20.0% | -0.5% | -9.0%[57.5 µM] | 5.8%
Cc1ccc(C(=O)Nc2ccccc2C(=O)NC(Cc2c[nH]c3ccccc23)C(=O)O)cc1 (configuration not stated) | i | 17.9% | -1.4% | -12.8 | 5.3% | 4.6% | 1.4% | i | 1.9%
CCn1c(SCC(=O)c2cccs2)nnc1-c1ccco1 | i | -6.2% | -15.5% | -1.9 | 0.0% | -14.7% | -0.5% | i | -3.2%
Cc1oc(-c2ccccc2)nc1C(=O)OCC(=O)NCc1ccc(Cl)cc1 | i | -13.4% | 4.7% | 10.2 | 14.1% | 5.4% | 6.1% | -15.4% | -3.1%
COc1cc(/C=C2/C(=N)N3C=CSC3=NC2=O)ccc1OCCCOc1cc(C)ccc1C | i | / | -9.3% | 13.3 | 14.9% | -2.3% | 5.4% | -22.1% | ?
CC(C)CN(C(=O)COC(=O)c1cc2c(s1)CCC2)C1CCS(=O)(=O)C1 (configuration not stated) | i | 45.3% | 6.5% | 2.5 | 3.6% | -0.5% | 3.7% | i | -6.8%
COc1ccc(C2CC(=O)c3c([nH]c(C(=O)OC(C)C)c3C)C2)cc1OC (configuration not stated) | i | / | -9.7% | 46.9 | 13.3% | -6.2% | 1.1% | -22.2% | -1.6%
COC(=O)CN(C#N)c1nc(N(C)C)nc(N(C)C)n1 | i | -15.3% | -0.3% | 5.1 | 22.2% | 1.4% | -1.7% | i | -13.4%
COc1cc2c(cc1NC(=O)Cc1ccc(C)cc1)oc1ccccc12 | i | 26.1% | 1.2% | 8.8 | 17.7% | -5.5% | -3.1% | -72.0%[inhibitor] | -18.9%
O=c1[nH]c(=S)[nH]c2c1C(c1cccc(C(F)(F)F)c1)OC(CCc1ccccc1)C2 (configuration not stated) | i | ? | -14.2% | -71.3* | 9.8% | -2.0% | -3.8% | i | ?
COc1cccc(C(c2sc3ncnn3c2O)N2CCc3ccccc3C2)c1 (configuration not stated) | i | 11.7% | -3.9% | 19.2 | 13.9% | -5.7% | 1.6% | -10.2% | 15.6%
Cc1cc(C)c2cc(CN(CC3CCCO3)C(=S)NCc3ccco3)c(=O)[nH]c2c1 (configuration not stated) | i | ? | -0.6% | -27.9 | -10.0%[9.22 µM] | 17.7% | 5.4% | -10.4% | -2.8%[7.66 µM]
CSc1nnc(NC(=O)Cc2coc3cc(C)ccc23)s1 | / | -8.9% | 6.7% | / | 23.2% | / | / | -7.9% | 30.8%[activator]
Clc1ccc(OCCCN2CCCCC2)c(Br)c1 | i | -0.4% | -8.8% | -68.3* | -22.7% | -4.2% | 2.0% | i | ?
Nc1ccc(C(=O)N/N=C/c2cn(Cc3cccc(F)c3)c3ccccc23)cc1 | i | 21.6% | ? | -7.1 | -2.0% | 7.7% | 13.6% | -29.2% | 5.01µM*

High-throughput results (PubChem)
